Source: PubChem BioAssay
LGR2 antag = inhibitors of bursicon-induced LGR2 CRE-luciferase signal, primary screen, cell-based, HEK293, CRE-luciferase reporter, bursicon stimulation. Drosophila bursicon receptor LGR2 (rickets). bursicon-stimulated, 4 h. inhibition, % at 9.99 µM. 0.35% of 380,000 active. AID 720647, 2013;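 active = drop in luminescence signal, shown as inhibition above about 50% in the replicate tests, limit read from the data, passing the limit was not always enough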;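 note: agonist challenge used bursicon conditioned medium at about half maximal strength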
PAX8 reporter = inhibitors of PAX8-driven TPO luciferase reporter, primary screen, RMG-I cells, single concentration. inhibition, % at 12.6 µM. 1.2% of 360,000 active. SteadyGlo, 24 h. AID 652154, 2013;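 active = mean replicate inhibition at least 60% with every replicate also reaching 60%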;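 note: luciferase light reporting Pax8 driven TPO promoter activity; plate controls were median of neutral control wells for no effect and mitoxantrone controls for full effect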
PglD DTNB = C. jejuni PglD acetyltransferase inhibitors, primary screen, biochemical, DTNB colorimetric, single point. UDP-N-acetylbacillosamine N-acetyltransferase PglD (Campylobacter jejuni). purified PglD enzyme, DTNB colorimetric CoA detection. inhibition, % at 12.5 µM. 0.098% of 360,000 active. AID 602405, 2012; in the data active = inhibition above about 16%, passing the limit was not always enough; note: strong numbers were not always called active
INS-1E GSIS act = GLuc luminescence reporter in INS-1E cells, primary screen for activators of glucose-dependent secretion of insulin. INS-1E GLuc reporter insulin secretion, 2-3 h. activation, % at 16.6 µM. 0.61% of 370,000 active. AID 743287, 2014;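 active = lowest replicate activation of at least 40%, so every replicate reaches that level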;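 note: 0% = median of neutral control wells and 100% = median of IBMX positive control wells; some compounds called inactive have numbers as strong as hits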
PGC1a acetyl inh = inhibitors of PGC1a acetylation signal, primary screen, cell-based, U2OS, AlphaScreen, inhibitor mode; AlphaScreen anti-acetyl-lysine; with virally co-expressed GCN5 acetyltransferase; inhibition, % at 15.6 µM; 0.17% of 350,000 active; AID 651687, 2012;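 active = every replicate shows inhibition of at least 40%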;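 note: 0% = neutral control wells and 100% = positive control wells; some results beyond the cut were filed as inactive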
ARNT TACC3 PPI = disruptors of ARNT/TACC3 protein interaction, primary screen, biochemical, AlphaScreen, single concentration; AID 623870, 2012; inhibition, % at 9.99 µM; AlphaScreen His-ARNT PAS-B/GST-TACC3 binding, luminescence; TACC3 fragment carries E629A point mutation; 0.66% of 390,000 active;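 active = mean inhibition of replicates at least 50% and at least half of replicates each reaching 50%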;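 note: 0% = complete ARNT plus TACC3 wells and 100% = ARNT alone without TACC3; many hits fall short of the cut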
Cneo AK release = Cryptococcus neoformans cell lysis inducers, primary screen, AK release luminescence, single concentration; C. neoformans lysis, adenylate kinase release luminescence, 4 h; normalised: neutral wells 0, clomiphene wells 100; lysis activity, % at 15 µM; 0.2% of 360,000 active; AID 651654, 2012;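 active = mean lysis activity across replicates of at least 80%, whatever share of replicates individually reach that level; inactive = mean lysis activity below 80%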
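Schedule: static 4 h at 37 °C with compound, 1 h detection; system: C. neoformans cells; benchmarks: Clomiphene as positive control; buffer or medium: fresh YPD medium; measure: luminescence rise reflecting yeast cell lysis; measured by: luminescent adenylate kinase detection reagent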
Statin myotox sup = suppressors of statin myotoxicity in C2C12 myotubes, primary screen, cell-based, single point, plate reader | C2C12 myotubes + simvastatin, ATP luminescence, 48 h; scaled: DMSO 0, geranylgeraniol control 100 | rescue of ATP level, % at 7.49 µM | 0.78% of 330,000 active | AID 602340, 2012;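 active = mean ATP rescue above about 67%, or every replicate alone reaching that limit, limit read from the data, passing the limit was not always enough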;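 note: myotubes were challenged with 10 µM simvastatin during compound exposure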
Active calls of the source: *; x = not tested or not shown; & = joins results of further samples.

SMILES	LGR2 antag	PAX8 reporter	PglD DTNB	INS-1E GSIS act	PGC1a acetyl inh	ARNT TACC3 PPI	Cneo AK release	Statin myotox sup
C/C=C/c1ccc2c(c1)O[C@H](CN(C)CC1CCOCC1)[C@H](C)CN([C@@H](C)CO)S2(=O)=O	2	-13	3	3	-17	0	0	-3
COc1ccc(NC(=O)Nc2ccc3c(c2)[C@@H]2C[C@H](CC(=O)N[C@@H](C)c4ccccc4)O[C@@H](CO)[C@@H]2O3)cc1	18	-20	-1	18	-9	-19	-1	-6
COc1ccc(N2CCN(CCCNC(=O)C3CCCN(S(=O)(=O)c4c(C)n[nH]c4C)C3)CC2)cc1 (stereo not given)	-3	13	x	0	x	-2	x	x
Cc1ccc(C)c(NC(=S)NCc2cccs2)c1	-6	23	x	5	x	-8	x	x
C=CCN(c1ccccc1)S(=O)(=O)c1cccc(C(=O)Nc2nnc(SCC)s2)c1	5	20	x	-13	x	-4	x	x
COc1cccc(N2CCN(C(=O)C3CCCN(S(=O)(=O)c4cnc[nH]4)C3)CC2)c1 (stereo not given)	-35	-12	-1	-6	-10	-15	-2	-10
Oc1ccccc1-c1ccn[nH]1	3	6	3	5	-3	-1	-1	3
CCOc1cc(C(=O)Nc2cc(C)ccc2OC)ccc1OCC(=O)N1CCCCC1	5	9	2	1	-9	x	2	115*
CCC(=O)Nc1ccc(NC(=O)CSc2nnc(-c3ccco3)n2CC)cc1	-3	-5	x	6	5	-3	x	-4
COc1cc(C2C3=C(COC3=O)Oc3cc4c(cc32)OCO4)cc(OC)c1OC(C)=O (stereo not given)	8	80*	x	5	-12	7	x	x
CC(=O)Nc1ccc(S(=O)(=O)NCc2nc(-c3ccccc3Cl)no2)cc1	11	2	-3	-2	x	-15	2	-2
CS(=O)(=O)Nc1ccc2c(c1)[C@@H]1C[C@H](CC(=O)N3CCOCC3)O[C@H](CO)[C@@H]1O2	8	x	6	-2	-28	-9	1	0
CN(Cc1ccccc1Br)C(=O)CN1C(=O)NC2(CCCCCC2)C1=O	5	-8	-1	-46	3	-7	0	-4
COc1ccc(-c2cccc3c2NC(=O)C3=O)cc1OC	-16	0	2	10	x	x	-3	22
CC(=O)c1cccc(NC(=O)C(C)OC(=O)CCCN=C2NS(=O)(=O)c3ccccc32)c1 (stereo not given)	-16	-3	x	4	x	0	x	x
COc1cccc(NC(=O)N[C@H]2C=C[C@@H](CC(=O)N3CCCCC3)O[C@H]2CO)c1	26	-6	-3	14	0	-7	-5	3
CCC(C)c1ccc(OCC(=O)Nc2ccc3c(c2)C(=O)NC3=O)cc1 (stereo not given)	10	-24	-2	7	x	-3	-2	0
CCOC(=O)C1CCCN(C(=O)C2CCN(S(=O)(=O)N3CCC4(CC3)OCCO4)CC2)C1 (stereo not given)	3	x	-6	3	-15	2	2	27
C[C@@H]1CN([C@H](C)CO)C(=O)CCCn2cc(nn2)CO[C@@H]1CN(C)C(=O)c1ccc2ccn(C)c2c1	-6	10	x	-3	7	x	x	2
O=S(=O)(NCCN1CCOCC1)c1ccc(Cl)c(Cl)c1	-12	-18	0	2	2	3	-1	-1
CCCC(=O)Nc1ccc(-c2csc(-c3cccnc3)n2)cc1	9	-5	5	5	-5	-4	-3	-23
Cn1cccc1Cc1nnc(SCC(=O)N2CCCc3ccccc32)n1-c1ccc(F)cc1	4	5	-3	-12	x	7	-2	14
O=C(CN1C(=O)NC2(CCCCCCC2)C1=O)NCc1ccc2c(c1)OCO2	x	-17	-2	x	4	x	0	x
CCNC(=O)C[C@@H]1CC[C@@H]2[C@H](COC[C@@H](O)CN2C(=O)Nc2ccc(Cl)c(Cl)c2)O1	8	18	0	2	9	2	-15	-43
Cc1c(Cl)c([N+](=O)[O-])nn1CCCC(=O)NC1CCCCC1	4	4	2	-6	-5	-8	1	1
O=C(ON=C1CCN(S(=O)(=O)c2ccccc2)CC1)c1cccc(Cl)c1	x	2	-4	x	4	-3	-2	-1
O=C(Nc1cc2ccccc2oc1=O)C1CCCCC1	x	x	-3	x	4	2	4	2
Cc1nn(C(C)(C)C)c(NC(=O)c2ccccc2)c1C#N	14	-5	x	20	x	-16	x	3
CCOC(=O)C1=C(C)NC(=O)CC1c1cc2c(cc1[N+](=O)[O-])OCO2 (stereo not given)	-23	15	1	-7	-13	4	0	6
CCS(=O)(=O)N1CCC(NC(=O)c2ccco2)CC1	x	7	-2	x	2	-3	-1	4
COC(=O)C1CCN(CC(=O)Nc2ccccc2Sc2ccccc2)CC1	-12	1	x	-11	x	-5	x	x
COC(=O)c1nnn(-c2cccc(Cl)c2)c1C(=O)OC	5	5	x	14	x	-4	x	x
C[C@@H]1CCCCO[C@H](CN(C)S(=O)(=O)c2cn(C)cn2)[C@H](C)CN([C@@H](C)CO)C(=O)c2cc(NC(=O)Nc3ccc4c(c3)OCO4)ccc2O1	19	x	1	3	0	8	0	x
Cc1cccnc1NC(=O)C1CCCN(S(=O)(=O)c2ccc3c(c2)oc(=O)n3C)C1 (stereo not given)	-19	9	8	21	-2	-9	1	-3
O=C(Nc1ccc(Br)cc1F)c1sccc1-n1cccc1	-6	x	1	8	-20	-8	1	-12
O=C(NCC1CCCCC1)[C@@H]1[C@@H](CO)[C@@H]2Cn3c(ccc(C4=CCCCC4)c3=O)[C@H]1N2	-4	x	2	-7	x	-2	-6	14
CO[C@@H](CN(C)C(=O)c1cnccn1)[C@H](C)CN([C@H](C)CO)S(=O)(=O)c1ccccc1	-6	x	3	1	-4	-1	10	-5
O=C(NCc1ccco1)c1ccc(Cl)c(S(=O)(=O)Nc2ccccc2)c1	-16	-4	x	-25	2	-7	x	-2
Cc1nc2ncnn2c(C)c1CCC(=O)N1CCc2ccccc2C1	x	-2	-1	x	x	-4	-2	-2
CC(=O)c1ccc(NC(=O)CN2CCC(NC(=O)C3CCCCC3)CC2)cc1	-9	-28	-1	-1	-1	-4	7	-8
COCCn1cnc2c1c(=O)n(CC(=O)OCC#N)c(=O)n2Cc1ccccc1	24	10	x	4	4	5	x	x
O=C(NN=C1CCCCCC1)c1ccc(Cl)s1	-10	0	2	15	-3	-3	0	14
Cc1noc(C)c1NC(=O)Nc1ccc2c(c1)C(=O)N([C@H](C)CO)C[C@H](C)[C@@H](CN(C)S(=O)(=O)c1ccc(F)cc1)OCCCC[C@@H](C)O2	5	-3	1	-1	2	-7	3	x
CCN1CCN(c2cc3c(nn2)Oc2ccccc2N3C)CC1	-26	-152	x	6	x	3	x	x
Clc1ccccc1CN1CCN(/N=C/C=C\c2ccco2)CC1	-41	-52	x	-1	8	x	x	x
Cc1cccc(C)c1NC(=O)CN(C)C(=O)c1ccccc1Cc1ccccc1	-12	13	x	10	x	-2	x	x
CN(CC(=O)NCCN1CCOCC1)S(=O)(=O)c1ccc(F)cc1	-9	13	3	7	x	-25	0	20
O=C(CCn1c(=O)oc2ccccc21)N1CCOCC1	x	x	3	x	-1	-5	0	2
CC1CCCCC1NC(=O)c1nn(C)c(=O)c2ccccc12 (stereo not given)	x	10	-9	x	-1	-16	-2	1
COC(=O)c1cccc(C23CC4(C2)[C@H](CN(CC2CCCCC2)[C@@H]4c2ccccc2)C3c2ccccc2)c1 (stereo not given in full)	4	-12	1	16	-8	12	1	20

Additional structures follow.
SMILES	LGR2 antag	PAX8 reporter	PglD DTNB	INS-1E GSIS act	PGC1a acetyl inh	ARNT TACC3 PPI	Cneo AK release	Statin myotox sup
CCOC(=O)c1cc(CC)sc1N	-10	x	-4	9	4	1	7	10
COCC(=O)N1[C@@H](CO)[C@@H]2c3ccccc3N(C(=O)Nc3ccccc3F)C[C@@H]21	12	-37	1	23	4	-1	2	6
CCOC(=O)Cn1cnc2c(nnn2-c2cccc(Cl)c2)c1=O	-5	2	2	4	3	-11	0	-10
Cc1cc(C)c2nc(N(CCCN(C)C)C(=O)c3ccc(S(=O)(=O)N4CC(C)OC(C)C4)cc3)sc2c1 (stereo not given)	0	-14	-3	-19	x	4	0	4
CCOc1ccc(N(CC(=O)NCC2CCCO2)C(=O)CCC(=O)Nc2nccs2)cc1 (stereo not given)	32	11	1	4	-3	-22	-1	9
Fc1ccccc1CNc1ccc(Cl)cc1	-28	x	4	-1	-11	34	-5	1
CCc1ccc2ncc(C(=O)c3ccccc3)c(N3CCOCC3)c2c1	x	x	-6	x	0	-4	-1	-6
CN1CCC(=NNC(=O)CN(c2ccc([N+](=O)[O-])cc2)S(=O)(=O)c2ccccc2)CC1	3	-13	4	4	x	0	-10	-2
Cc1cc(C)c2nc(C(F)(F)F)nc(N3CC(C)OC(C)C3)c2c1 (stereo not given)	x	-15	-4	x	2	-2	-1	-3
O=C(COc1ccccc1)NNC(=O)c1cc2ccccc2o1	10	x	6	5	x	x	-2	x

Compound profiles (already shown). Screens in order: LGR2 antag, PAX8 reporter, PglD DTNB, INS-1E GSIS act, PGC1a acetyl inh, ARNT TACC3 PPI, Cneo AK release, Statin myotox sup
CN1CCC(=NNC(=O)CN(c2ccc([N+](=O)[O-])cc2)S(=O)(=O)c2ccccc2)CC1 as listed: 3, -13, 4, 4, x, 0, -10, -2
CCOC(=O)Cn1cnc2c(nnn2-c2cccc(Cl)c2)c1=O as listed: -5, 2, 2, 4, 3, -11, 0, -10

The list goes on.
SMILES	LGR2 antag	PAX8 reporter	PglD DTNB	INS-1E GSIS act	PGC1a acetyl inh	ARNT TACC3 PPI	Cneo AK release	Statin myotox sup
O=C(Nc1cccc(S(=O)(=O)C(F)F)c1)c1ccc(Cl)c(S(=O)(=O)N2CCOCC2)c1	18	x	1	-30	-22	0	-1	3
CCCNC(=O)C1(C)CCCN(C(=O)Cc2ccc(OC)cc2)C1 (stereo not given)	4	-11	2	4	x	x	0	-6
O=C(Oc1ccc(Cl)cc1N1C(=O)CCC1=O)c1ccco1	x	13	-2	x	0	-9	1	66*
CN(C)S(=O)(=O)c1cccc(NC(=O)c2ccc3c(c2)OCCO3)c1	2	-92	-1	-3	x	-3	-1	-12
CCO[C@H]1OC(C(=O)NCc2ccccc2)=C[C@@H](C(C)(C)C)[C@@H]1CCCO	x	-26&-32	-3&-1	x	1&4	0&-6	-10&-1	-9
Cc1nc(SCc2ccc(Br)cc2)[nH]c(=O)c1C	x	-9	-2	x	-6	x	1	x
O=C(NC1CCN(C(=S)NCc2ccco2)CC1)c1cccc(F)c1	4	-74	x	10	2	4	x	x
C[C@@H]1CN([C@H](C)CO)C(=O)c2cc(NC(=O)Nc3ccccc3)ccc2O[C@@H](C)CCCCO[C@H]1CN(C)S(=O)(=O)c1ccccc1	1	54	-5	-14	6	x	x	x
C[C@@H]1CN([C@H](C)CO)C(=O)Cc2cc(NC(=O)CCN3CCOCC3)ccc2O[C@@H]1CN(C)S(=O)(=O)c1cccs1	2	0	-1	0	-1	x	4	-16
Cc1ccc(C)n1-c1cccc(S(=O)(=O)N2CCOCC2)c1	11	-10	x	1	-1	-1	x	x
Cc1scc(C(=O)NNC(=S)NCC2CCCO2)c1C (stereo not given)	x	-3	1	x	-27	2	1	11
CCOC(=O)c1sc(N)c(C(=O)OCC)c1C	-58	-56	-1	x	3	x	-3	x
COc1cc(NC(=O)CNC(=O)Cn2ccc3ccccc3c2=O)cc(OC)c1OC	3	3	-1	17	-8	-5	1	-7
N/C(=N\NC(=O)c1ccccc1Cl)c1cc2ccccc2oc1=O	-3	6	x	-5	x	-1	x	x
